PI5P4K alpha inh: blocks human PI5P4K alpha kinase activity; P48426; PI5P4Kalpha enzyme, ADP-Glo luminescence, 60 min; active compounds read low; max response, %; 1.2% of 330,000 active; active = max response of -50% or lower; inconclusive = between -30% and -50%; inactive = -30% or higher; also: value at the top dose of about 77 µM; % is scaled to controls: 0 for no effect and ±100 for the full control effect
Target sequence (P48426 whole entry, looked up): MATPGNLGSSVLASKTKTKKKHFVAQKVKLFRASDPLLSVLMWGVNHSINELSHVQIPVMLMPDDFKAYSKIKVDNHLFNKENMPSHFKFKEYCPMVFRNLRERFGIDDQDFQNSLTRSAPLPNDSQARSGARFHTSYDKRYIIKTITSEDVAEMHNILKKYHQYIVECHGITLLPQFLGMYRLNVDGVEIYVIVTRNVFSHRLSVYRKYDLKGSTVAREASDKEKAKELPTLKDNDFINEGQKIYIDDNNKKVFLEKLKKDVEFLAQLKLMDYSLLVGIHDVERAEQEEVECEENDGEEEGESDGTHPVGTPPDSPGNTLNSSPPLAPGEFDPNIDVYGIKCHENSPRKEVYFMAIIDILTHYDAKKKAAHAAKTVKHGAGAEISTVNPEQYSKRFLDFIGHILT
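Human PI5P4Kalpha with substrate in 0.038 M HEPES pH 7.4, 0.28 mM EGTA, 0.1% CHAPS, 5% DMSO; reaction started with 5 microM ATP (final), 60 min at room temperature. ADP formed read by ADP-Glo luminescence.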
EPAC1 ag: EPAC1 (human) agonism; O95398; EPAC1 agonist qHTS, biochemical assay; response scale: 100% = response to 6.5 mM cAMP; 0.073% of 360,000 active; AID 720707; Potency, µM (titrated, usually from 154 µM), for the others: at the highest dose activation, actives largely listed as activators; also: potency is read from the fitted curve at half-maximal effect; nearly all actives have a fitted effect of over 60% in size
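Multi-concentration qHTS readout: loss of Rap1B-bound BODIPY-GDP fluorescence driven by 100 nM EPAC1 with excess GDP (50 uM), monitored kinetically at room temperature; agonist response expressed relative to 6.5 mM cAMP.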
Mm-Cpn inhibitor: M. maripaludis TRiC chaperonin inhibition | Potency, µM (doses to about 76.9 µM), for the others: at the highest dose activity, negative = inhibition, usual class: inhibitors | purified Mm-Cpn ATPase, ADP Transcreener TR-FRET | 0.031% of 330,000 active; also: potency is read from the fitted curve at half-maximal effect; % is scaled to controls: 0 for no effect and ±100 for the full control effect; nearly all actives have a fitted effect of over 80% in size
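Purified archaeal chaperonin (25 nM final) was preincubated with compound for 10 min at 37°C, then ATP (10 uM final) was added for 30 min at 37°C in Tris pH 7.4/KCl/MgCl2/DTT buffer. ADP was quantified by HTRF Transcreener TR-FRET.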
WRN inhibitor: WRN helicase (human) inhibition; Potency, µM (highest dose often 114 µM), for the others: top-dose activity change, negative = inhibition, most hits filed as inhibitors; 0.46% of 360,000 active; WRN helicase unwinding, fluorescent forked duplex, kinetic; also: potency is read from the fitted curve at half-maximal effect; % is scaled to controls: 0 for no effect and ±100 for the full control effect; nearly all actives have a fitted effect of over 55% in size
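Kinetic fluorescence helicase assay: unwinding of a quenched forked DNA duplex (100 nM final) with 2 mM ATP final raises red fluorescence (525/598 nm). Compounds sat 15 min at room temperature with 20 nM WRN beforehand.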
EPAC1 antag: antagonists of human EPAC1. O95398. EPAC1 GEF assay, Rap1b-BODIPY-GDP exchange fluorescence. Potency, µM (titrated, usually from 115 µM), for the others: at the highest dose activity change, negative = inhibition, usual class: inhibitors. 0.14% of 360,000 active. AID 720709;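 also: potency is read from the fitted curve at half-maximal effect; plate controls were vehicle for no effect and positive control for full effect; nearly all actives have a fitted effect of over 50% in size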
EPAC2 antag: EPAC2 (human) antagonism; Q8WZA2; 0.18% of 360,000 active; EPAC2 GEF exchange of Rap1B-BODIPY-GDP, fluorescence; Potency, µM (top dose mostly 114 µM), without a hit: at the top dose activity, negative = inhibition, actives largely listed as inhibitors; also: potency is read from the fitted curve at half-maximal effect; % is scaled to controls: 0 for no effect and ±100 for the full control effect; nearly all actives have a fitted effect of over 45% in size; many of its hits are not listed in these tables
CCT modulator: modulators of cytosolic chaperonin (CCT/TRiC) activity; purified chaperonin ATPase assay, HTRF ADP detection, 30 min; activity change, % (no concentration beside the values), hits read low; 0.3% of 360,000 active; in the data active = activity change below about -30%; also: % is scaled to controls: 0 for no effect and ±100 for the full control effect
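TRiC (40 or 20 nM final, by batch activity) in 30 mM Tris pH 7.4, 100 mM KCl, 5 mM MgCl2, 1 mM DTT was treated with compound at 76 uM single dose, then 10 uM ATP, 30 min at 37 °C. ADP was read by HTRF Transcreener.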
PLK1 PBD block: PLK1 (human) polo-box domain binding inhibition; 2.8% of 360,000 active; Potency, µM, for the others: max response, negative = inhibition, most hits filed as inhibitors; P53350; Plk1 PBD binding of FITC phosphopeptide, fluorescence polarization; AID 720504; also: potency is read from the fitted curve at half-maximal effect; series mostly up to about 57 µM; % is scaled to controls: 0 for no effect and ±100 for the full control effect; nearly all actives have a fitted effect of over 65% in size
Target sequence (P53350 whole entry, looked up, the tested form may be a part): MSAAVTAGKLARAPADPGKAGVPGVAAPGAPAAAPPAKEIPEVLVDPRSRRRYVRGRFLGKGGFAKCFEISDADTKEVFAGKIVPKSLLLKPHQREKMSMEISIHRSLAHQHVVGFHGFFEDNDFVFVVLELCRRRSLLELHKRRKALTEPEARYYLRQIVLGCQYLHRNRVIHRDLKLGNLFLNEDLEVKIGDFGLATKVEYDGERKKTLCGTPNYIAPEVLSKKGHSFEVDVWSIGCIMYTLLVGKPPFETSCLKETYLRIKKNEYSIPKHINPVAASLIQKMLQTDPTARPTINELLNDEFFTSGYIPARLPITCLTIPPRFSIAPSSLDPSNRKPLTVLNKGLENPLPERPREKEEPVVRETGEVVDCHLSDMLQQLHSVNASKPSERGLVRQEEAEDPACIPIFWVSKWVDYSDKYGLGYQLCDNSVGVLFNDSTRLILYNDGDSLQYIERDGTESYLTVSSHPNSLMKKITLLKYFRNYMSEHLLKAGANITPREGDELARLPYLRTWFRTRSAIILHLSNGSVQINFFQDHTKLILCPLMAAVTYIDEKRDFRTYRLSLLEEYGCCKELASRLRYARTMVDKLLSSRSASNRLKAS
* marks the source's active call; other numbers are inactive results; ? = inconclusive; . = not tested or not shown; [ ] = remark or other dose. Unless noted, calls follow the shape of the dose curve; as a rule, active = well fitted curve in the direction sought with a large enough effect; inconclusive = small, poorly fitted or top-dose-only effect, or another doubt; inactive = no such curve, though single readings can be large; an effect the other way counts as inactive or inconclusive. An excerpt (hit frequency here may not be typical).

SMILES	PI5P4K alpha inh	EPAC1 ag	Mm-Cpn inhibitor	WRN inhibitor	EPAC1 antag	EPAC2 antag	CCT modulator	PLK1 PBD block
COCCNc1nc2c(c(=O)n(C)c(=O)n2C)n1Cc1cccc(C)c1	-1	-4%	1%	3%	-5%	8%	-1.4	?
FC(F)(F)C12CC(c3ccccc3)=NCCN1CCN2 (stereo not given)	-3	7%	2%	-8%	0%	-5%	-3.2	-13%
O=C(NCc1ccccc1)C1c2ccccc2OCC(=O)N1CC(F)(F)F (stereo not given)	-2	4%	.	-9%	9%	5%	1.4	2%
CC(C)n1cc(CN2CCC(C(=O)Nc3cccc(-c4cscn4)c3)CC2)cn1	-3	-2%	-1%	4%	-5%	5%	-1.6	-15%
CC(C)(C)c1ccc(C(=O)N/N=C/c2cccc(Cl)c2)cc1	.	-1%	0%	-5%	-7%	-2%	-2.3	3%
CN1CC(=O)N(CC(=O)N2N=C(c3ccc(Cl)cc3)CC2c2ccco2)C1=O (stereo not given)	-13	4%	-2%	3%	18%	2%	-2.3	-16%
CC1(C)CC(c2csc(N)n2)CCO1 (stereo not given)	9	1%	-1%[15.4 µM]	-8%	-27%	-12%	-39*	-12%
CNC(=O)c1c(Cl)cnn1-c1ccc(F)cc1	3	2%	-1%	0%	0%	-7%	-1.8	0%
CCOCC(=O)Nc1ccc(C)c(Cl)c1	4	-4%	-8%	6%	20%	8%	0.0	-3%
CN(C)c1ccc(/C=N/NC(=O)c2nnn(-c3nonc3N)c2CN(C)c2ccccc2)cc1	-1	-4%	-7%	-2%[57.1 µM]	-12%	-8%	-0.6	-27%
Cc1occc1C(=O)NC(C)C(C)(C)C (stereo not given)	.	3%	.	-12%	-12%	-10%	-1.6	-11%
Cc1cc(=O)c2c(C)ccc(C)c2[nH]1	-3	11%	-1%	0%	-4%	-7%	0.2	-9%
CCC(=O)c1ccc(OCC(=O)OCC(=O)N2CCN(c3ccc(OC)cc3)CC2)cc1	9	-2%	1%	-7%	11%	-9%	-0.4	1%
CSCCCc1cn([C@@H](CO)C(=O)NCCCCCCCCCCC(=O)N2CCNCC2)nn1	-2	-10%	0%	4%	7%	14%	-1.7	-11%
CCC1=C2CC[C@H]3C(=O)N(CC(=O)OC)C(=O)[C@H]3[C@H]2[C@@]2(C)C(=NCC(=O)OC)OC(=O)N2C1=O	-3	12%	-2%	0%	2%	-2%	-0.9	-6%
COc1ccc(CNS(=O)(=O)NCc2ccc(C)cc2)cc1	0	4%	1%	4%	5%	2%	-6.0	31%[activator]
Cc1ccc(NC(=O)COC(=O)CCc2ccccc2)c(Cl)c1	2	1%	-1%	-32%	?	-15%	-1.5	-3%
FC(F)(F)c1ccc(N2CCOCC2)c(NC2=NCCCCC2)c1	4	0%	-5%	-2%	0%	2%	2.4	-7%
COc1cc(-c2nc(N)n[nH]2)cc(OC)c1OC	.	-4%	1%	-4%	5%	14%	-2.1	0%
COc1ccc(-c2nnn(CC(=O)N3CCOCC3)n2)cc1	.	-3%	1%	11%	7%	10%	-3.5	0%
O=C(C1CCCN(S(=O)(=O)c2ccc(F)cc2)C1)N1CCCCCC1 (stereo not given)	11	-2%	-4%	-15%	3%	5%	0.5	3%
CC(=O)Nc1nn(C)c2nc3cc(C)ccc3cc12	-9	1%	-2%	-11%	-1%	12%	-0.4	0%
Cc1cc(=O)n(-c2ccc(C(=O)O)cc2)[nH]1	-1	-3%	-4%	3%	9%	14%	-0.1	-6%
O=C(CNC(=O)c1cccc(Cl)c1)N/N=C/c1cccnc1	2	-2%	1%	-1%	0%	6%	0.0	-7%
COCc1cc(=O)[nH]c2cc(NC(=O)c3cccc(OC)c3)c(C)cc12	-2	-3%	-19%	4%	4%	3%	0.0	-2%
Oc1cccc(-c2nc3ccc4ccccc4c3c3c2CCC3)c1	10	5%	0%	-10%	0%	1%	-3.1	-1%
Cc1ccc(CNC(=O)CN2C(=O)c3ccccc3S2(=O)=O)cc1	3	5%	2%	11%	-20%	-12%	-0.5	-12%
Cc1cc(OCC(=O)Nc2ccccc2N2CCOCC2)c(C(C)C)cc1Cl	11	-13%	0%	2%	16%	-22%	0.9	0%
CC(NCCOc1ccccc1F)C(=O)Nc1ccc(S(N)(=O)=O)cc1 (stereo not given)	-3	11%	-2%	-3%	-17%	-13%	-0.7	7%
COc1cc([N+](=O)[O-])ccc1-c1ccc(C(=O)Nc2ccc(NC(C)=O)cc2)o1	-24	-18%	0%	-24%	5%	18%	-0.1	-21%
Cc1ccccc1CNC(=O)c1ccc(CSCc2ccccc2)cc1	-1	6%	1%	-6%	5%	-1%	2.1	-4%
CCOC(=O)c1ccc(NC(=O)N2CCN(S(C)(=O)=O)CC2)cc1	.	6%	2%	3%	-10%	-4%	0.3	-3%
CCOC(=O)C1CCN(Cc2ccc(O)c(OC)c2)CC1	0	3%	-1%	0%	3%	3%	-4.6	0%
Cc1csc(NC(=O)c2cc(C)on2)n1	-5	-4%	1%	6%	10%	0%	-1.4	6%
O=C1Nc2ccc(Br)cc2/C1=C/C(=O)c1ccc2c(c1)OCO2	?	11%	-5%	-5%	-11%	4%	-0.7	?
CN(C)S(=O)(=O)c1ccc(/C(O)=C2/C(=O)C(=O)N(Cc3cccnc3)C2c2ccco2)cc1 (stereo not given)	-8	-4%	0%	-9%	-11%	-7%	-3.7	-11%

Another view of some results above:
canonical_smiles,PI5P4K alpha inh,EPAC1 ag,Mm-Cpn inhibitor,WRN inhibitor,EPAC1 antag,EPAC2 antag,CCT modulator,PLK1 PBD block
COc1cc([N+](=O)[O-])ccc1-c1ccc(C(=O)Nc2ccc(NC(C)=O)cc2)o1,-24,-18%,0%,-24%,5%,18%,-0.1,-21%
CCOC(=O)c1ccc(NC(=O)N2CCN(S(C)(=O)=O)CC2)cc1,.,6%,2%,3%,-10%,-4%,0.3,-3%
CCOC(=O)C1CCN(Cc2ccc(O)c(OC)c2)CC1,0,3%,-1%,0%,3%,3%,-4.6,0%
Cc1cc(OCC(=O)Nc2ccccc2N2CCOCC2)c(C(C)C)cc1Cl,11,-13%,0%,2%,16%,-22%,0.9,0%
CN(C)S(=O)(=O)c1ccc(/C(O)=C2/C(=O)C(=O)N(Cc3cccnc3)C2c2ccco2)cc1 (stereo not given),-8,-4%,0%,-9%,-11%,-7%,-3.7,-11%

More compounds:
SMILES	PI5P4K alpha inh	EPAC1 ag	Mm-Cpn inhibitor	WRN inhibitor	EPAC1 antag	EPAC2 antag	CCT modulator	PLK1 PBD block
CC1CCN(C(=O)C2CCCN(c3ncnc4c3nc3n4CCCCC3)C2)CC1 (stereo not given)	2	4%	-1%	-2%	-14%	-4%	1.3	-2%
COc1ccccc1-n1c(C)nnc1SCC(=O)NCc1ccccc1	.	-1%	1%	-1%	3%	7%	-1.1	2%
O=C(NCC12CC3CC(CC(C3)C1)C2)c1nn2cccnc2c1Cl	.	11%	-2%	-15%	-8%	-16%	0.2	-8%
Cc1ccc(S(=O)(=O)N2CCN(CC(=O)N/N=C/c3ccc(C)o3)CC2)cc1	-2	0%	1%	1%	8%	9%	-3.3	-10%
CC(=O)Nc1ccc(NC(=O)c2cc(=O)c3cc(C)c(C)cc3o2)cc1	3	-5%	0%	2%	-9%	4%	-2.5	-10%
CC[C@]12c3[nH]c4ccc(OC)cc4c3CCN1C(=O)C(CC(=O)NCCN1CCOCC1)C[C@@H]2C(=O)N1CCN(C(=O)c2ccco2)CC1 (stereo not given in full)	-1	-6%	4%	7%	-6%	4%	-0.2	-5%
COC/C=C/C1=CC2=CC(=O)C(C)(OC(=O)c3cnc4ccccc4n3)C(=O)C2=CN1CCOC (stereo not given)	-13	-3%	.	-12%	-7%	-6%	-2.0	?
CCN(CC)c1ccc(/C=N/NS(=O)(=O)c2cccc([N+](=O)[O-])c2)cc1	-10	1%	-1%	-6%	-10%	-4%	-1.7	?
Fc1ccc(-c2cc(C(F)(F)F)nc(NCc3cccs3)n2)cc1	12	-15%	-5%	-6%	?	-19%	1.9	-7%
COc1ccc(C2CC(=O)c3sc(NC(C)=O)nc3C2)cc1 (stereo not given)	-18	3%	-1%	6%	-2%	6%	-1.1	?
CC(OC(=O)c1snc(C(=O)NC2CCCCC2)c1N)C(=O)NC(C)(C)C (stereo not given)	0	-1%	0%	2%	-1%	-5%	-2.4	-8%
O=C(Nc1ccc(F)cc1)c1ccc2nsnc2c1	0	-1%	0%	5%	?	8%	-1.9	-7%
O=C1NC(=O)/C(=C/c2ccc(-c3cc(C(=O)O)ccc3Cl)o2)S1	-82*	3%	2%	-10%[11.6 µM]	5%	?	-2.1	?
Oc1c(C(c2cccc(F)c2)N2CCN(Cc3ccccc3)CC2)sc2ncnn12 (stereo not given)	-6	-5%	-1%	5%	15%	21%	-0.9	-4%
CC1(C)Cc2noc(N)c2C(C)(C)N1OC(=O)c1ccco1	3	-5%	0%	-4%	-4%	13%	3.0	1%
COc1ccc(C(CC(=O)O)NC(=O)c2ccco2)cc1OC (stereo not given)	-4	9%	-2%	12%	0%	3%	1.5	-11%
Cc1c(C(=O)O)nnn1-c1ccccc1	-14	3%	-1%	-2%	-11%	5%	-0.2	-7%
COc1ccc(S(=O)(=O)N2CCCC2C(=O)Nn2cnnc2)cc1 (stereo not given)	-3	-1%	-1%	1%	-6%	4%	-1.9	-1%
CS(=O)(=O)N(CC(=O)Nc1ccccc1Br)Cc1ccccc1	-1	2%	1%	4%	-6%	2%	-2.8	-2%
COCCNC(=O)C1CCCN(C(=O)c2cccnc2Oc2ccccc2)CC1 (stereo not given)	2	10%	.	1%	-9%	4%	1.6	-1%

Exported with two lines to a compound: part of the list above.
Below each SMILES: PI5P4K alpha inh | EPAC1 ag | Mm-Cpn inhibitor | WRN inhibitor | EPAC1 antag | EPAC2 antag | CCT modulator | PLK1 PBD block
> CS(=O)(=O)N(CC(=O)Nc1ccccc1Br)Cc1ccccc1
 : -1 | 2% | 1% | 4% | -6% | 2% | -2.8 | -2%
> O=C1NC(=O)/C(=C/c2ccc(-c3cc(C(=O)O)ccc3Cl)o2)S1
 : -82* | 3% | 2% | -10%[11.6 µM] | 5% | ? | -2.1 | ?
> Cc1c(C(=O)O)nnn1-c1ccccc1
 : -14 | 3% | -1% | -2% | -11% | 5% | -0.2 | -7%
